Assay outcomes: PubChem BioAssay, several laboratories
HT1080 cytotoxicity: HT1080 cell viability loss – fluorescence readout (AID 620); HT1080 viability, fluorescence; higher % means a stronger effect; one-dose cytotoxicity, % at 10 µM; EC50 in µM for titrated hits; 0.42% of 87,000 active;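 note: cells exposed to compound overnight then 4 h with Alamar Blue; 0% = vehicle DMSO and 100% = killing control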
Bfl-1 inhibitors: displacement of Bid BH3 peptide from Bfl-1 – biochemical, fluorescence polarization, FITC-Bid, mouse, primary screen (AID 432) | FITC-Bid BH3 peptide fluorescence polarization displacement; higher % means a stronger effect | displacement, % at 20 µM; hits with a dose series show IC50 in µM | 0.02% of 64,000 active; in the data active = a potency from the dose series; inactive = the rest, 99 in 100 with displacement below about 15%; note: strong numbers were not always called active
Spn DPM-DC inh: inhibitors of Streptococcus pneumoniae diphosphomevalonate decarboxylase; purified DPM-DC, PK/LDH coupled NADH fluorescence; 0.49% of 65,000 active; calls only at 10 µM;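 active = the 320 compounds with the highest percent inhibition in the single-dose primary screen, excluding strongly autofluorescent ones, cut at about 32% in these data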;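 note: kinetic rate of NADH fluorescence loss reporting ADP formed by the decarboxylase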
LYP inhibition: LYP phosphatase inhibitors, primary screen, biochemical, DiFMUP fluorescence, recombinant catalytic domain, 10 µM (AID 606) | 52,000 tested, under 10 active | inhibition, % at 10 µM; hits with a dose series show IC50 in µM | recombinant LYP catalytic domain, DiFMUP fluorescence; higher % means a stronger effect;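 active = IC50 under 40 µM in the dose-response test; inactive = IC50 of 40 µM or more, or never dose-tested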
TNAP inhibition: inhibition of tissue-nonspecific alkaline phosphatase – biochemical, luminescent (AID 518). purified TNAP enzyme, luminescent substrate readout; higher % means a stronger effect. inhibition, % at 20 µM; hits with a dose series show IC50 in µM. 0.09% of 64,000 active; in the data active = a potency from the dose series; inactive = the rest, 99 in 100 with inhibition below about 22%;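 note: plate controls were vehicle for no effect and reference inhibitor for full effect; many of its hits are not listed in these tables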
Spn MK inh: blocks S. pneumoniae mevalonate kinase; 0.48% of 65,000 active; AID 555; purified MK, PK/LDH-coupled NADH absorbance 340 nm; inhibition, % at 10 µM;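 active = ranked among the strongest by inhibition in the single 10 µM screen, a fixed top-ranked set picked for dose follow-up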; note: no value below 0 was filed
KRASV12 cytotoxicity: cytotoxicity in KRAS-transformed pancreatic duct cells, primary screen, cell-based, fluorescence, HTS (AID 431); one-dose cytotoxicity, % at 10 µM; EC50 in µM for titrated hits; HPDE-C7K KRASV12 cells, Alamar Blue viability, 48 h; higher % means a stronger effect; 1.7% of 63,000 active;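 active = compounds whose percent cytotoxicity in the single-dose primary screen, scaled between solvent and toxic-drug controls, exceeds 50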;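 note: 0% = DMSO solvent wells and 100% = doxorubicin-treated wells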
HPDE-C7 viability: HPDE-C7 pancreatic duct cell viability loss – fluorescence, HTS (AID 430); HPDE-C7 pancreatic duct cells viability, fluorescence; higher % means a stronger effect; cytotoxicity, % at 10 µM, or EC50 in µM where a hit was titrated; 1.8% of 63,000 active;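 note: cells exposed to compound for 48 hours before viability readout; 0% = vehicle and 100% = reference cytotoxic drug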
PMK inhibit: inhibitors of Streptococcus pneumoniae phosphomevalonate kinase | purified PMK, PK/LDH-coupled NADH absorbance 340 nm | inhibition, % at 10 µM | 0.49% of 65,000 active | AID 539;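 active = top-ranked compounds by inhibition in the single 10 µM screen, taking a fixed number of the strongest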;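 note: 0% = full reaction with DMSO carrier and 100% = background rate without enzyme reaction; no value below 0 was filed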
PMK inhibit pilot replicates: further read-out of PMK inhibit, marked with its call; inhibition, %; measured here: pilot screen replicates
Spn MK inh pilot replicates: recorded beside Spn MK inh, whose call it bears; inhibition, %; measured here: pilot screen replicates
Spn DPM-DC inh pilot screen %: also measured in Spn DPM-DC inh; calls as there; inhibition, %; measured here: pilot screen trials
Starred values were filed as active, the others as inactive; i = inactive; . = no result given; + = active, no number. Cut-off read from the data, not from the text of the source, unless noted: active = cytotoxicity above about 50%; inactive = the rest.

The first 11 entries, to show the layout:
SMILES	HT1080 cytotoxicity	Bfl-1 inhibitors	Spn DPM-DC inh	LYP inhibition	TNAP inhibition	Spn MK inh	KRASV12 cytotoxicity	HPDE-C7 viability	PMK inhibit	others
CC1(C)NC(=O)N(CC(O)COc2ccccc2-c2ccccc2)C1=O (configuration not stated)	4%	-9%	i	.	4%	3	9%	0%	10
CCOC(=O)CNC(=O)CSc1nnc(COc2ccc(Cl)cc2)n1CC	-8%	-4%	i	12%	15%	8	-12%	-16%	13
O=C(CSc1nc2ccccc2o1)Nc1ccc(N2CCOCC2)c(Cl)c1	5%	3%	i	0%	4%	8	7%	14%	5
O=C(Nc1ccc(S(=O)(=O)NCc2ccco2)cc1)c1ccc2ccccc2n1	-6%	-6%	i	.	8%	14	0%	-4%	8
N#Cc1ccc(OCc2nnc(SCC(=O)N3CCCc4ccccc43)n2-c2ccccc2)cc1	-3%	-5%	i	7%	8%	0	15%	10%	13
CCOC(=O)c1cc2c(=O)n3ccccc3nc2n(CCOC)c1=NC(=O)c1ccncc1	4%	0%	.	13%	0%	6	-16%	-14%	0
COc1ccc(C2(C(=O)Nc3cc(C)on3)CCOCC2)cc1	7%	-2%	i	2%	6%	2	-14%	1%	2	PMK inhibit pilot replicates=4.0;Spn MK inh pilot replicates=1.0;Spn DPM-DC inh pilot screen %=3.0
O=C(CN(CCc1ccccc1)C(=O)CNS(=O)(=O)c1ccccc1)NCC1CCCO1 (configuration not stated)	-2%	2%	i	7%	7%	3	3%	-10%	8	PMK inhibit pilot replicates=0.0;Spn MK inh pilot replicates=0.0;Spn DPM-DC inh pilot screen %=0.0
CC1CN(C2CCCCC2)c2nc3c(c(=O)n(C)c(=O)n3C)n2C1 (configuration not stated)	-27%	0%	i	13%	7%	2	5%	6%	0
NS(=O)(=O)c1ccc(NCc2c(F)cccc2Cl)cc1	5%	0%	i	10%	8%	11	6%	4%	6	PMK inhibit pilot replicates=2.0;Spn MK inh pilot replicates=0.0;Spn DPM-DC inh pilot screen %=0.5
COCCCN1C(=O)C(O)=C(C(C)=O)C1c1ccccn1 (configuration not stated)	0%	-4%	i	18%	9%	6	1%	1%	0	PMK inhibit pilot replicates=0.0;Spn MK inh pilot replicates=2.0;Spn DPM-DC inh pilot screen %=0.0

Results (from the top)
SMILES	HT1080 cytotoxicity	Bfl-1 inhibitors	Spn DPM-DC inh	LYP inhibition	TNAP inhibition	Spn MK inh	KRASV12 cytotoxicity	HPDE-C7 viability	PMK inhibit	others
CC1(C)NC(=O)N(CC(O)COc2ccccc2-c2ccccc2)C1=O (configuration not stated)	4%	-9%	i	.	4%	3	9%	0%	10
CCOC(=O)CNC(=O)CSc1nnc(COc2ccc(Cl)cc2)n1CC	-8%	-4%	i	12%	15%	8	-12%	-16%	13
O=C(CSc1nc2ccccc2o1)Nc1ccc(N2CCOCC2)c(Cl)c1	5%	3%	i	0%	4%	8	7%	14%	5
O=C(Nc1ccc(S(=O)(=O)NCc2ccco2)cc1)c1ccc2ccccc2n1	-6%	-6%	i	.	8%	14	0%	-4%	8
N#Cc1ccc(OCc2nnc(SCC(=O)N3CCCc4ccccc43)n2-c2ccccc2)cc1	-3%	-5%	i	7%	8%	0	15%	10%	13
CCOC(=O)c1cc2c(=O)n3ccccc3nc2n(CCOC)c1=NC(=O)c1ccncc1	4%	0%	.	13%	0%	6	-16%	-14%	0
COc1ccc(C2(C(=O)Nc3cc(C)on3)CCOCC2)cc1	7%	-2%	i	2%	6%	2	-14%	1%	2	PMK inhibit pilot replicates=4.0;Spn MK inh pilot replicates=1.0;Spn DPM-DC inh pilot screen %=3.0
O=C(CN(CCc1ccccc1)C(=O)CNS(=O)(=O)c1ccccc1)NCC1CCCO1 (configuration not stated)	-2%	2%	i	7%	7%	3	3%	-10%	8	PMK inhibit pilot replicates=0.0;Spn MK inh pilot replicates=0.0;Spn DPM-DC inh pilot screen %=0.0
CC1CN(C2CCCCC2)c2nc3c(c(=O)n(C)c(=O)n3C)n2C1 (configuration not stated)	-27%	0%	i	13%	7%	2	5%	6%	0
NS(=O)(=O)c1ccc(NCc2c(F)cccc2Cl)cc1	5%	0%	i	10%	8%	11	6%	4%	6	PMK inhibit pilot replicates=2.0;Spn MK inh pilot replicates=0.0;Spn DPM-DC inh pilot screen %=0.5
COCCCN1C(=O)C(O)=C(C(C)=O)C1c1ccccn1 (configuration not stated)	0%	-4%	i	18%	9%	6	1%	1%	0	PMK inhibit pilot replicates=0.0;Spn MK inh pilot replicates=2.0;Spn DPM-DC inh pilot screen %=0.0
CC(C)(NCc1ccccc1Cl)C(=O)O	-4%	3%	i	0%	5%	0	-2%	-3%	12
COC(=O)Cn1c(=NC(=O)CSCC(=O)Nc2cc(C)on2)sc2ccccc21	.	0%	i	.	16%	8	4%	0%	3	PMK inhibit pilot replicates=4.0;Spn MK inh pilot replicates=0.0;Spn DPM-DC inh pilot screen %=0.5
Cc1cc(C)nc(N2CCN(c3ncnc4c3oc3ccccc34)CC2)n1	-3%	-8%	i	1%	2%	1	-11%	-13%	0
O=C(NCC1COc2ccccc2O1)c1ccccc1 (configuration not stated)	3%	-1%	i	0%	13%	0	0%	-11%	0	PMK inhibit pilot replicates=0.0;Spn MK inh pilot replicates=0.0;Spn DPM-DC inh pilot screen %=0.5
CON(C)c1nc(OCCNC(=O)COc2ccc(Cl)cc2C)nc(N(C)C)n1	2%	2%	i	0%	4%	0	-1%	-1%	0
Cc1ccc(-c2noc(C3CCCN(C(=O)c4c(F)cccc4F)C3)n2)cc1 (configuration not stated)	1%	-2%	i	.	6%	3	-5%	8%	10
OCCN1CN=C(Nc2nc3ccccc3s2)NC1	-3%	-6%	i	.	8%	15	3%	-19%	11
O=C1c2ccccc2C(=O)N1CCCCSc1nnc2ccccn12	7%	4%	i	12%	3%	0	-12%	-13%	4
O=C(Cn1cc2c(n1)CCCC2)N1CCOCC1	4%	-3%	i	5%	1%	0	-7%	-4%	9
O=c1oc(-c2cccs2)nc2sc3c(c12)CCCCC3	0%	5%	.	.	2%	2	44%	52%*	8
Fc1ccccc1N1CCN(C2CCN(Cc3c[nH]c4ccccc34)CC2)CC1	1%	-13%	i	-5%	9%	6	15%	12%	11
CC(=O)NC(CCS(C)(=O)=O)C(=O)Nc1cccc(Cl)c1Cl (configuration not stated)	-2%	8%	i	3%	0%	0	-13%	-21%	11
C=CCNc1nc(-c2ccccc2)nc(-n2ccnc2)n1	13%	6%	i	-3%	8%	0	-3%	-8%	1
O=C(Cn1cc(C(F)(F)F)ccc1=O)N1CCN(S(=O)(=O)c2ccccc2)CC1	1%	-7%	i	.	10%	0	.	.	27*
More compounds follow.
SMILES	HT1080 cytotoxicity	Bfl-1 inhibitors	Spn DPM-DC inh	LYP inhibition	TNAP inhibition	Spn MK inh	KRASV12 cytotoxicity	HPDE-C7 viability	PMK inhibit	others
COc1ccc(C(=O)NC2CCCCC2)cc1S(=O)(=O)N1CCCC1	-3%	0%	i	3%	6%	7	-1%	1%	4
CC(=O)C1=C(O)C(=O)N(CCc2c[nH]c3ccccc23)C1c1cccc(O)c1 (configuration not stated)	2%	-4%	i	.	4%	0	11%	5%	13
CC(O)c1nc2ccccc2n1C/C=C/c1ccccc1 (configuration not stated)	0%	-7%	i	.	4%	16	2%	2%	14
COC(=O)C1=C(C)OC(N)=C(C#N)C1c1cc(OC)c(OCC(N)=O)cc1Cl (configuration not stated)	4%	0%	+	.	8%	48*	8%	4%	37*
CCN(CC)S(=O)(=O)c1ccc(NS(=O)(=O)c2cccc(C)c2)cc1	21%	-6%	i	3%	3%	12	9%	-5%	9
CCCc1nc2ccccc2n2cc3c(=O)n(C)c(=O)n(C)c3c12	2%	3%	i	8%	10%	4	-3%	-3%	6
CC(C)(C)c1ccc(-c2nc(-c3ccncc3)no2)cc1	.	-2%	.	.	14%	.	-16%	-1%	.
Cc1cccn2c(=O)c3cc(C#N)c(=O)n(CCCN4CCOCC4)c3nc12	7%	14%	.	2%	19%	12	1%	-6%	8	PMK inhibit pilot replicates=1.0;Spn MK inh pilot replicates=1.0
Nc1nc(-c2ccco2)c(-c2ccco2)s1	5%	8%	i	.	6%	1	11%	19%	16
Cc1ccc(C)c(N(CC(=O)NCc2ccc3c(c2)OCO3)C(=O)CCC(=O)Nc2ccccn2)c1	-11%	-4%	i	4%	4%	4	-28%	-16%	.
O=C(CN1CCN(CC(=O)Nc2ccccn2)CC1)Nc1ccccn1	7%	-7%	i	4%	-1%	2	0%	-4%	14
Cc1cc(C(=O)OCn2nnc3ccccc3c2=O)c(C)o1	2%	0%	i	2%	7%	10	-5%	0%	0
O=C(CSc1nc(-c2ccco2)cc(C(F)(F)F)n1)NC1CCCC1	-6%	-3%	i	-6%	8%	7	-13%	-22%	10
O=C(NC1CCCC1)C1CCCN(S(=O)(=O)c2cccc3cccnc23)C1 (configuration not stated)	-1%	-1%	i	1%	13%	4	12%	0%	0	PMK inhibit pilot replicates=1.0;Spn MK inh pilot replicates=5.0;Spn DPM-DC inh pilot screen %=0.0
O=C(OCC(=O)N1CCCCC1)c1cc2ccccc2cc1O	1%	-5%	i	15%	7%	5	-3%	-23%	5
CNC(=O)c1ncnnc1N(C)C(=O)NCc1ccccc1	-2%	4%	i	.	4%	2	-9%	-3%	9
Cn1c(=O)[nH]c(=O)c2c1nc(Br)n2CCCCSc1nc2ccccc2o1	-9%	1%	i	4%	4%	7	3%	3%	8
O=C(Nc1ccccc1C(=O)NCc1ccc(Cl)cc1)c1ccco1	3%	-4%	i	5%	6%	5	26%	50%	8
O=C1CCC(C(=O)Nc2cccc3ccccc23)N1 (configuration not stated)	2%	1%	i	9%	2%	7	-8%	-6%	3
COC(=O)c1[nH]c2cc(OC)ccc2c1NC(=O)CN1CCN(c2cccc(C)c2)C(C)C1 (configuration not stated)	-7%	-8%	i	10%	16%	0	36%	25%	3
CCC(C)OC(=O)C1=C(C)NC(=O)CC1c1ccccc1OC (configuration not stated)	12%	0%	i	7%	6%	0	6%	-4%	12
CCOC(=O)CC(=O)Nc1nc2ccccc2s1	-4%	-2%	i	.	2%	6	-7%	2%	2
Cn1c(SCC(=O)N2CCCc3ccccc32)nnc1-c1c[nH]c2ccccc12	3%	.	i	.	.	1	.	.	0
CCN(CC)c1ccc(NC(=O)CCCCCN2C(=O)c3ccccc3C2=O)cc1	-5%	-7%	i	.	5%	10	-4%	-12%	0
CCSCC1COC(c2cccn2Cc2ccc(C)cc2)=N1 (configuration not stated)	12%	-1%	i	6%	9%	0	3%	-15%	13
O=C(Cc1cccs1)Nc1ccc(S(=O)(=O)N2CCCCC2)cc1	-4%	-10%	i	15%	7%	4	7%	11%	4
COC(=O)c1cccnc1-n1c(=O)c2cccnc2n(Cc2ccc(Cl)cc2)c1=O	-3%	-5%	i	6%	4%	0	-2%	4%	0
N#Cc1cccc(NC(=O)N2CCC(c3nc4c(nnn4Cc4cccc(Cl)c4)c(=O)[nH]3)CC2)c1	-2%	-9%	i	.	-6%	8	-20%	4%	9
CC(C)=CCCC(C)N(C=O)C(C)CCC=C(C)C (configuration not stated)	-3%	-4%	i	5%	12%	2	-13%	-25%	0	PMK inhibit pilot replicates=0.0;Spn MK inh pilot replicates=1.5;Spn DPM-DC inh pilot screen %=2.0
